Screens: PubChem, Fisher Drug Discovery Resource Center
mcGAS lum = inhibitors of mouse cGAS. recombinant cGAS, Kinase-Glo ATP depletion luminescence. inhibition, % at 12.5 µM. 0.15% of 160,000 active. AID 1259399;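 further: 0% = negative control wells and 100% = reference inhibitor with no enzyme activity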
hcGAS lum = blocks human cGAS activity; Q8N884; recombinant h-cGAS, ATP depletion, Kinase-Glo luminescence; inhibition, % at 12.5 µM; 0.081% of 290,000 active;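 further: 0% = vehicle reaction and 100% = reaction without DNA for no activity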
Target sequence (Q8N884 whole entry, looked up): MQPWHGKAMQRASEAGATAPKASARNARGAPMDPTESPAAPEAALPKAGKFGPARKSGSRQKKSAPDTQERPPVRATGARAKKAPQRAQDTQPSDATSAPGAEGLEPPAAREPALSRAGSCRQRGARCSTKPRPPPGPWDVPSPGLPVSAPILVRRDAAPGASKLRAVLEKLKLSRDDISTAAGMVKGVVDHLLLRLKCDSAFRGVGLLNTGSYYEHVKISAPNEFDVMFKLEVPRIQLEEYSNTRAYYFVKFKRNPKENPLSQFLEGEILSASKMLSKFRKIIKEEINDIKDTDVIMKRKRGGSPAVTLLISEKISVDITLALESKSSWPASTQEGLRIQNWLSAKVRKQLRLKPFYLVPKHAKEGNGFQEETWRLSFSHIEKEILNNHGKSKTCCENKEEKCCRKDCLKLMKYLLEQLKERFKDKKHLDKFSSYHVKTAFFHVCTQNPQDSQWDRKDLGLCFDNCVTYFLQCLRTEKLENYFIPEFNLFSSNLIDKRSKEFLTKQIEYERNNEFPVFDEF
NPYLR7 ag = activates Aedes aegypti NPYLR7 receptor. 0.15% of 270,000 active. HEK293T NPYLR7/Galpha15, GCaMP6s calcium fluorescence. activation, % at 10 µM; in the data active means activation above about 40%;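 further: 0% = vehicle and 100% = reference agonist at the receptor; some compounds past the cut are filed as inactive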
Starred values were filed as active, the others as inactive; x = not tested or not shown; & = joins results of further samples. Unless noted, no stated cut-off is given here; in the data, active means inhibition above about 40%; inactive means the rest.

SMILES	mcGAS lum	hcGAS lum	NPYLR7 ag
CCOC(=O)C1CCN(C(=O)c2cc(S(=O)(=O)N3CCCCC3)ccc2C)CC1	-5	-8	-5
CCC(C(=O)Nc1c(C)nc2ccc(Cl)cn2c1=O)c1ccccc1 (stereo not given)	x	-15	4
CCN(CC)S(=O)(=O)c1ccc2c(c1)nc(SCc1ccc(C(=O)OC)cc1OC)n2Cc1ccco1	1	2	-1
NC(Cc1cnc[nH]1)C(=O)Nc1ccc2ccccc2c1 (stereo not given)	2	-3	-6
CC(=O)C(C)Sc1nc2c(c(=O)[nH]c(=O)n2C)n1CCC(C)C (stereo not given)	-10	-8	x
O=C(c1cc(-c2ccccc2F)nn1-c1cccc([N+](=O)[O-])c1)N1CCN(c2ccccc2Cl)CC1	-2	-1	4
CC(NCC(O)COC1CC2CCC1(C)C2(C)C)c1ccccc1 (stereo not given)	-8	-5	-3
C=CCN1C(=O)/C(=C2\SC(=S)N(CC(=O)O)C2=O)c2ccccc21	-8	-4	2
CC(=O)Nc1ccc(S(=O)(=O)Oc2ccc(Cl)cc2CN(Cc2ccc(F)cc2)C(=O)CC(C)(C)C)cc1	2	0	-2
Cc1cc([N+](=O)[O-])cc(S(=O)(=O)NCCc2ccccn2)c1C	-3	-15	11
CCSc1nc(C)c(C)c(C)c1C#N	-2	2	-2
CN1CCN(Cc2noc(C3CCOC(C)(C)C3)n2)CC1 (stereo not given)	-19	-2	-1
O=C1CCC2(CCN1)CCN(c1nc3ccccc3s1)CC2	x	-7	1
COc1cc(C(O)CO)ccc1O (stereo not given)	-3	-4	-8
Cc1cc(C(=O)N(CCCN2CCOCC2)c2nc3ccc(F)cc3s2)nn1C	-1	2	8
Cn1nnc2c(Nc3cccc(Br)c3)ncnc21	x	-6	12
CCN(Cc1ccccc1)C(=O)C1CCN(c2ccc3nnc(C(F)(F)F)n3n2)CC1	-2	2	-3
CNS(=O)(=O)c1cc(C(=O)N2CCN(CC#N)CC2)ccc1F	x	-9	3
CC(NC(=O)c1ncc[nH]1)C12CC3CC(CC(O)(C3)C1)C2 (stereo not given)	x	-11	11
COc1c(C)cc(-c2ccncc2)cc1C	-17	-3	9
CN(C)CCNc1nc2c(F)cccc2s1	x	-12	2
O=C(COc1ccccc1)N[C@@H]1[C@@H](c2ccccc2)[C@@H](CO)N2CCCC[C@H]12	-9	-8	19
c1ccc(-c2cn(C3CCN(Cc4ccoc4)CC3)nn2)cc1	x	-5	19
COc1ccc(CCN2CC(C(=O)N(C)C3CCOCC3)CCC2=O)cc1 (stereo not given)	x	-6	3
CCc1c(C)cc(C(=O)N2CCn3cncc3C2)c(=O)n1C	-11	-8	3
CCOC(=O)N1CCN(C(=O)CSc2ccc3nnc(-c4ccncc4)n3n2)CC1	-7	-4	-6
Cc1nonc1OCCNC(C)C(=O)NC1CCCC1 (stereo not given)	x	-9	20
NC(=O)c1cccc(NC(=O)COCCOc2ccccc2)n1	x	-8	9
CCCC(C)(C)NC(=O)CCN1CCN(C(C)=O)CC1	x	-6	3
CC(NC(=O)CS(=O)(=O)c1nnc(C(F)(F)F)n1C)c1cccc(Cl)c1 (stereo not given)	x	5	-5
COc1ccccc1CN(CCc1c[nH]c2ccccc12)C(=O)CN(C(=O)Cc1cccs1)C1CC1	-4	-5	0
CCc1ccc(OCCN(C)C(=O)c2ccc(C)[nH]c2=O)cc1	1	1	-8
C=CCn1c(=O)c2c(nc3n2CC(C)=NN3Cc2ccc(Br)cc2)n(C)c1=O	x	-2	-6
Cc1cc(C)c(C)c(C(=O)COC(=O)CNC(=O)CN2C(=O)c3ccccc3C2=O)c1C	-9	-8	1
Cc1cncc(N[C@H](C)c2ccccc2)n1	x	-7	-1
CC1(Cc2ccccc2C#N)C(=O)Nc2ccc(-c3ccccc3)cc21 (stereo not given)	4	4	-4
O=C(c1cccs1)N(Cc1ccc(F)cc1F)CC1CC(c2ccc(Cl)o2)=NO1 (stereo not given)	-5	-10	31
CCCc1nc(N(C)Cc2cnc(NC)nc2)c2cnn(C)c2n1	x	-3	20
CCS(=O)(=O)c1ccc(CC(=O)N(Cc2ccccn2)c2nc3ccccc3s2)cc1	-3	-2	-2
Cc1c(C(=O)NCc2ccc(Cl)c(Cl)c2)sc(=O)n1Cc1ccccc1F	x	-5	-1
CCCCOc1ccc(C(=O)Nc2nc3c(s2)CCCC3)cc1	1	1	-7
Cc1cn2c(nc3c2c(=O)n(CC(=O)OCc2ccccc2)c(=O)n3C)o1	x	-4	-8
COCCN(CC(=O)N(Cc1ccccc1)Cc1ccco1)C(=O)C(c1ccccc1)c1ccccc1	-5	-1	2
Cc1ccsc1CNc1cccc(C(=O)N[C@H](C)C(N)=O)c1	x	-5	-3
CC1CCCN(C(=O)CSc2nnc(Nc3cccc(F)c3)s2)C1 (stereo not given)	x	-9	21
CCNc1cc(N2CCC(CCC(=O)NCCC(C)C)CC2)ncn1	-6	-11	x
CCOC(=O)/C(C#N)=C\c1[nH]c(C)c(C(=O)OCC)c1OC	x	-1	-7
COc1cccc2cc(C(=O)NC(C)=O)c(=Nc3ccc(F)cc3)oc12	-6	-6	-6
Cc1cccc(NC(=O)CCn2cnc3c([nH]c4ccc(C)cc43)c2=O)c1	-9	-6	x
Cc1[nH]c2ccc(CNC(=O)COc3ccc(-n4cnnn4)cc3)cc2c1C	x	-6	23
O=c1nc(SCc2ccccc2Cl)c2c([nH]1)CCC2	3	2	-4
CC(C)CN(C(=O)c1cccc([N+](=O)[O-])c1)C(C)c1nc2ccccc2c(=O)n1-c1ccc(Cl)cc1 (stereo not given)	-5	-7	2
C=c1c(C#N)c2[nH]c(N)c(C#N)c(C)c-2/c1=C/c1ccc(C)o1	-3	-4	16
CCOc1ccccc1-c1nc(C(F)(F)F)nc(C)c1C	x	-2	-4
CCCc1cc(NCc2cccnc2)n2nc(C)c(-c3ccccc3)c2n1	2	10	6
CCOc1ccccc1C(=O)Nc1ccc(N2CCN(C(=O)c3cccc(C#N)c3)CC2)nc1	-8	-9	-4
Cc1ccc(C(=O)NCC2=CCCN(CCNC(N)=O)C2)cc1	-9	-8	-1
O=C(c1cc2n(n1)CCN(Cc1ccc(F)cc1)C2=O)N1CCN(C/C=C/c2ccccc2)CC1	-4	-4	x
O=C(/C=C/c1ccccc1)N1CCn2c(nnc2C(=O)N2CCCCC2)C1	x	6	-1
COC1CCN(Cc2nc(Cc3ccccc3Cl)no2)CC1	-13	-9	22

Nothing new here: 4 of the compounds above.
SMILES	mcGAS lum	hcGAS lum	NPYLR7 ag
Cc1ccc(C(=O)NCC2=CCCN(CCNC(N)=O)C2)cc1	-9	-8	-1
O=C(c1cc2n(n1)CCN(Cc1ccc(F)cc1)C2=O)N1CCN(C/C=C/c2ccccc2)CC1	-4	-4	x
O=C(/C=C/c1ccccc1)N1CCn2c(nnc2C(=O)N2CCCCC2)C1	x	6	-1
COC1CCN(Cc2nc(Cc3ccccc3Cl)no2)CC1	-13	-9	22

Later entries.
SMILES	mcGAS lum	hcGAS lum	NPYLR7 ag
COCCCN(Cc1c(-c2ccc(F)cc2)noc1N1CCOCC1)CC(O)COc1ccccc1C (stereo not given)	-6	-5	5
CC1CC(C)(C)CC2(C1)OCC(Cn1cncn1)O2 (stereo not given)	x	-5	-10
CC(=NN=C(N)N)c1ccc(Cl)s1	-9	-11	2
Cc1ccc(C(=O)NCc2ccc3c(c2)cc(C)n3C)cc1	-6	-5	10
Cc1cccc(Nc2ncccc2C(=O)Nc2ccccc2C(C)C)c1C	-6	-2	-6
CSc1ccccc1NC(=O)Cn1nc(C)c([N+](=O)[O-])c1C	-6	-4	-4
Nc1ccc(S(=O)(=O)c2ccccc2)cc1	x	-8	2
Nc1ccnc(N2CC[C@H](CO)[C@@H](O)C2)n1	-13	-1	2
Cc1ccsc1CN(C)C(=O)c1cc(CN(C)Cc2ccccc2)on1	x	-3	4
CC1(Cc2ccc(Cl)cc2)C(=O)Nc2ccccc21 (stereo not given)	-3	2	3
CCN1CCN(c2nc3c(C)cccn3c(=O)c2C=C2SC(=S)N(CCOC)C2=O)CC1	x	2	-3
Oc1[nH]c(=S)sc1C=C1C=Nc2ccccc21	12	7	0
CCc1nc(N2CCN(c3ccccc3)CC2)c2c(C)c(C)sc2n1	-3	-5	0
Cc1ccsc1-c1nc(CN2CCCN(C(=O)C3CCCO3)CC2)c(C)o1 (stereo not given)	x	-4	-6
O=C(O)c1cc(=O)cc(C(=O)O)[nH]1	-2	-2	7
CCc1nc(C)c(CC(=O)N2CCC3(CC2)CN(C)CCN3C)c(=O)[nH]1	-5	-8	x
C#CCn1c(=NC(=O)c2cccs2)sc2cc(S(C)(=O)=O)ccc21	x	0	-2
CC(=O)NCCCNC(=O)Nc1cc(Cl)ccc1F	-14	-7	-3
Cc1ccc2[nH]cc(-c3ccc(C(=O)N(C)C)o3)c2c1	-14	1	8
CCC(O)(CC)CNC(=O)C1(CC)COC1	x	3	-2

Laid out differently: 3 of the compounds above.
Results follow in this order: mcGAS lum, hcGAS lum, NPYLR7 ag
CCOc1ccccc1C(=O)Nc1ccc(N2CCN(C(=O)c3cccc(C#N)c3)CC2)nc1
 : -8, -9, -4
Cc1ccc(C(=O)NCC2=CCCN(CCNC(N)=O)C2)cc1
 : -9, -8, -1
O=C(c1cc2n(n1)CCN(Cc1ccc(F)cc1)C2=O)N1CCN(C/C=C/c2ccccc2)CC1
 : -4, -4, x

Going on with the list:
SMILES	mcGAS lum	hcGAS lum	NPYLR7 ag
c1ccc(-c2ncc(-c3nccn3CCCn3ccnc3)s2)cc1	-2	1	-9
CCn1cc(C(CC(=O)NCc2ccncc2)c2cccc(Oc3ccccc3)c2)c2ccccc21 (stereo not given)	-3	0	0
O=C(CC12CC3CC(CC(Br)(C3)C1)C2)Nc1nncs1	x	-4	3
COCCn1c(C)c(C)n2c3c(=O)n(CC(C)C)c(=O)n(C)c3nc12	x	-9	12
COCCN(Cc1ccc(OC)c(OS(=O)(=O)c2ccc(NC(C)=O)cc2)c1)C(=O)c1ccccc1Cl	-9	-3	x
COc1ccc(CCNC(=O)NCC2CN(c3ccc(OC)c(OC)c3)C(=O)O2)cc1 (stereo not given)	x	3	3
COc1ccc(-n2ncc(CN3CCN4CCNC(=O)C4C3)c2C)cc1 (stereo not given)	-14	0	0
COc1cccc(C(NS(=O)(=O)c2c(C)cc(C)cc2C)c2nccn2C)c1 (stereo not given)	x	8	-14
COc1cccc(F)c1-c1c(-c2ccccc2)ncn1Cc1cnc(C)cn1	-9	-2	-4
Cc1cccc(C(=O)N(CCN(C)C)c2cccc(Br)c2)c1	x	-5	7
Cc1ccc(S(=O)(=O)NCC(c2ccc3c(c2)CCN3C)N2CCN(C)CC2)cc1C (stereo not given)	-8	-1	8
CC(=O)N(Cc1cc(NC(=O)C2CC2)ccc1N(C)C)C(C)C	-10	-5	x
Cc1cc(=O)c(C(=O)O)nn1-c1ccccc1C(F)(F)F	-5	-7	4
Cc1ccc(C(=O)Nc2ccc(Nc3ccc(-n4cccn4)nn3)cc2)cc1	-8	-3	-4
COc1cc(CC(=O)Nc2ccc(N(C)C)cc2)cc(OC)c1OC	x	-4	8
COc1ccc2c(c1)Oc1cc(C)ccc1N=C2N1CCN(C(=O)CC2CCCC2)CC1	-3	-2	x
CS(=O)(=O)N1CCCc2cc(C(=O)Nc3ccc(Oc4ccccc4)cc3)ccc21	-4	-4	1
Cc1ccc(Oc2nccn3c(=O)n(CC(=O)Nc4cccc(Cl)c4)nc23)cc1	-6	-4	0
COc1ccc(C2C(C(=O)OC3CCCC3)=C(C)NC3=C2C(=O)CC(c2ccccc2)C3)cc1OC (stereo not given)	-9	-6	2
O=C(O)CCC1CCC(c2cc(F)ccc2F)(S(=O)(=O)c2ccc(Cl)cc2)CC1 (stereo not given)	-11	-6	17
COCc1ccccc1NC(=O)C(=O)NCCN1CCCCCC1=O	-14	0	8
CCOc1ccc(-c2ccc(=O)n(Cc3cccnc3)n2)cc1	x	0	8
C[n+]1cccnc1N	x	-6	8
Cc1cccc(-c2noc(N3CCOCC3)c2CN(CC2CCCO2)C(=O)c2cccs2)c1 (stereo not given)	-7	-3	x
CC(CC(=O)NCc1ccccc1C(F)(F)F)n1ccnc1 (stereo not given)	x	-4	4
CC(C)N(Cc1ccccc1Cl)C(=O)CCn1cccn1	-12	-6	2
COc1ccc(Nc2nc(-c3cccs3)nc3ccccc23)cc1	-6	-6	-4
CCN1CCN(c2ccc(CNC(=O)CCN3CCSC3=O)cn2)CC1	x	-4	3
CCCN(CC(=O)N(CCc1ccccc1)Cc1ccc(C)o1)C(C)C(=O)OCC (stereo not given)	-1	4	-2
O=C(NCc1ccc(F)cc1)C(C1CCCC1)N1CCN(C(=O)c2ccc3c(c2)OCO3)CC1 (stereo not given)	-4	2	-4
CCn1c(C)c(C(=O)CN(CC2CCCO2)S(=O)(=O)/C=C/c2ccccc2)c(C)c1C(=O)OC (stereo not given)	-4	0	17
Cc1cc(C)cc(NCCC(=O)N=c2sccn2C)c1	x	-10	9
Cc1cc(C)c(C)c(Oc2ncnc(N)c2[N+](=O)[O-])c1	3	6	11
CCN(CC)C(=O)c1cc2ccc(C(C)(C)C)cc2[nH]1	x	-7	10
CCCNC(=O)C1(C)CCN(Cc2cc(C(F)(F)F)ccc2Cl)C1 (stereo not given)	x	-11	0
COc1cccc(N=Nc2c(N)[nH]n(-c3ccccc3)c2=O)c1	-2&1	-1&-2	15&-15

Of the compounds above, these contain a COOH group.
SMILES	mcGAS lum	hcGAS lum	NPYLR7 ag
C=CCN1C(=O)/C(=C2\SC(=S)N(CC(=O)O)C2=O)c2ccccc21	-8	-4	2
O=C(O)c1cc(=O)cc(C(=O)O)[nH]1	-2	-2	7
Cc1cc(=O)c(C(=O)O)nn1-c1ccccc1C(F)(F)F	-5	-7	4
O=C(O)CCC1CCC(c2cc(F)ccc2F)(S(=O)(=O)c2ccc(Cl)cc2)CC1 (stereo not given)	-11	-6	17
